Screening data from PubChem BioAssay.
HTT cytoprotect = cytoprotection in Huntington HTT-Q103 PC12 cell model | hit rate 0.14% among 230,000 | Potency, µM (top dose mostly 56.4 µM), inactives show cytoprotection (ATP increase), actives largely listed as activators | PC12 HTT-Q103 induced, cytoprotection, ATP luminescence, 40 h | AID 1471;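 note: potency is the fitted concentration of half-maximal effect; % of control where 0% means no effect; nearly all actives have a fitted effect of over 45% in size; toxic huntingtin expression switched on by the ecdysone agonist tebufenozide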
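Cells were plated at 1500 per well in phenol red-free DMEM with 5% equine and 5% calf serum. Tebufenozide (100 nM final) and compounds were added, then ATPlite reagent, and luminescence was read.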
IMPase Li cell = cell-permeable IMPase inhibitors with lithium potentiation. CHO-M1 cells, IP1 TR-FRET (IP-One), carbachol + lithium. Potency, µM (top dose mostly 59.4 µM), inactives show top-dose activity, negative = IMPase inhibition, most hits filed as inhibitors. hit rate 0.35% among 210,000;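 note: IP1 builds up when IMPase is blocked and the TR-FRET signal falls; potency is the fitted concentration of half-maximal effect; plate controls were basal vehicle for no effect and high inhibitor control for full effect; nearly all actives have a fitted effect of over 50% in size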
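Readout is a homogeneous TR-FRET IP1 immunoassay (Ex 320, Em 665 and 620), where raised cytosolic IP1 lowers signal. Cells were CHO-M1 treated 30 min at 37C with test compounds plus a little lithium; AC50 values came from Hill-equation fitting.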
HttQ103 aggreg = reduces HttQ103-GFP aggregates in PC12 cells; Potency, µM (top dose mostly 46.1 µM), inactives show at the highest dose activity change, negative = inhibition, usual class: inhibitors; AID 1688; PC12 HttQ103-GFP aggregates, Acumen cytometry, 40 h; hit rate 1.1% among 220,000; note: potency is the fitted concentration of half-maximal effect; % is set by controls: 0 for no effect and ±100 for the full control effect; nearly all actives have a fitted effect of over 60% in size
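Using laser scanning cytometry, GFP-positive aggregates were counted after lysis of PC12 cells induced with 100 nM tebufenozide to express HTT exon 1 Q103–GFP. Compounds were tested in titration.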
CBFb RUNX1 block = CBF-beta/RUNX1 interaction disruption; Q01196+Q13951; AlphaScreen CBFb-His/RUNX1-biotin binding, biochemical; Potency, µM (titrated, usually from 59.8 µM), inactives show top-dose activity, negative = inhibition, actives largely listed as inhibitors; 230,000 tested, under 10 active; note: % of control where 0% means no effect
Target sequence (Q01196 whole entry, looked up): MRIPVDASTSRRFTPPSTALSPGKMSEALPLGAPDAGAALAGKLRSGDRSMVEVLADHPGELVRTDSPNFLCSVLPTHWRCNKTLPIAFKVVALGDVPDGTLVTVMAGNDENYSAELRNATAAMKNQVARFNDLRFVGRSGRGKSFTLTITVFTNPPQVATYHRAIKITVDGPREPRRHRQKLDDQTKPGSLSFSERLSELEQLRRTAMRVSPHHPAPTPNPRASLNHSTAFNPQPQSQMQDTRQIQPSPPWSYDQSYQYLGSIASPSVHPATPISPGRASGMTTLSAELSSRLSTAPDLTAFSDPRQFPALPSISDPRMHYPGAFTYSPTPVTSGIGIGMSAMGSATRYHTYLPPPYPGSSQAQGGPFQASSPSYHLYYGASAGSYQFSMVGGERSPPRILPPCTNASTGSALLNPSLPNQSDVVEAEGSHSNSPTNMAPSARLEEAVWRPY
Target sequence (Q13951 whole entry, looked up): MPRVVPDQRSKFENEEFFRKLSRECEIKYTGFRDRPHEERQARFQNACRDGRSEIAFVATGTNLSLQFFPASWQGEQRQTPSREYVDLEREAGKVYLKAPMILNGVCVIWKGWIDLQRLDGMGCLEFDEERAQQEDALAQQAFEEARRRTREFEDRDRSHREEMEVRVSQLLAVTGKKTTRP
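CBFb-His/RUNX1-biotin, 30 nM each, preincubated 20 min RT; compound 15 min RT; Ni + streptavidin beads 50 ng each, 90 min RT; AlphaScreen read.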
SMN2 splice enh = increases expression of the SMN2 splice variant; AID 1458; HEK293 SMN2-luciferase splicing reporter, luminescence, 30-36 h; hit rate 2.8% among 210,000; Potency, µM (top dose mostly 46.1 µM), for the others: top-dose activity change, positive = activation, most hits filed as activators; note: potency is the fitted concentration of half-maximal effect; % of control where 0% means no effect; nearly all actives have a fitted effect of over 55% in size
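qHTS luciferase splicing reporter: luminescence rises when SMN2 exon 7 is included in transfected HEK293 cells. Compound exposure lasted 30-36 h at 37C, with 4.5 mM final sodium butyrate as control, followed by a ONE-Glo read.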
LMNA splice mod = changes lamin A minigene splicing in HeLa cells. hit rate 0.01% among 200,000. Potency, µM (highest dose often 46.1 µM), for the others: top-dose ratio change, negative = inhibition, hits mostly inhibitors. AID 1487. HeLa LMNA splicing GFP/RFP minigene ratio, 48 h; active = well fitted inhibition curve with a large enough effect in the signal ratio, with a control signal flat, not every such curve was filed as active; inconclusive = small, poorly fitted or top-dose-only effect, or effect the other way, or a change in a side signal; the % refers to the signal ratio; note: potency is the fitted concentration of half-maximal effect; % is set by controls: 0 for no effect and ±100 for the full control effect
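S3 HeLa stable clones carrying a lamin A-EGFP splicing minigene plus DsRed2 were seeded at 600 cells/well in Opti-MEM with 2% FBS, pin-dosed and incubated 48 h at 37°C. Acumen cytometry (488 nm) gave the GFP/RFP total-intensity ratio.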
Luc counter = counter-screen: inhibitors of Kinase-Glo firefly luciferase; Kinase-Glo luciferase, ATP luminescence, 8 min; Q27757; Potency, µM (doses to about 38.3 µM), without a hit: top-dose activity change, negative = inhibition, actives largely listed as inhibitors; hit rate 0.28% among 200,000; note: potency is the fitted concentration of half-maximal effect; % is set by controls: 0 for no effect and ±100 for the full control effect; nearly all actives have a fitted effect of over 60% in size
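Compounds were added to a substrate mix at pH 7.2 (50 mM imidazole, 10 uM ATP, within the enzyme's linear range), followed by Kinase-Glo detection reagent; luminescence was measured after 8 minutes at ambient temperature.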
An asterisk follows results filed as active; u = inconclusive; x = not tested or not shown; & = joins results of further samples; ! = not confirmed by another sample; [ ] = dose if it differs, or a comment. Unless noted, calls come from the whole dose curve; as a rule, active = well fitted curve in the direction sought with a large enough effect; inconclusive = small, poorly fitted or top-dose-only effect, or another doubt; inactive = no such curve, though single readings can be large; an effect the other way counts as inactive or inconclusive.

SMILES	HTT cytoprotect	IMPase Li cell	HttQ103 aggreg	CBFb RUNX1 block	SMN2 splice enh	LMNA splice mod	Luc counter
CCCOc1ccc(N2C(=O)CC(SC(=NCC)NCC)C2=O)cc1 (configuration not stated)	x	1%	-14%	5%	-1%	1%	1%
O=C1C=C(Nc2ccc(Cl)cc2)CC(c2ccccc2)C1 (configuration not stated)	-4%[10 µM]	4%	-12%	7%	3%[1.84 µM]	u	-1%
Cc1cccc(NC(=O)/C(C#N)=C/c2ccc(Sc3ccccc3)o2)c1C	7%[10 µM]	7%	9%	-9%	-47%[inhibitor]	4%	5%
CCOC(=O)C1CCN(C(=S)Nc2cccc(C)c2C)CC1	x	2%	24%	0%	-8%	-4%	3%
O=C(CCc1ccc(S(=O)(=O)NCc2ccccc2)cc1)N1CCN(Cc2ccc3c(c2)OCO3)CC1	-20%	x	18%	6%	x	u	x
Cc1cc(=O)[nH]c(SCC(=O)Nc2cccc(C(F)(F)F)c2)n1	-4%	4%[38.3 µM]	-25%	3%	-14%	u	5%
CC(=O)N1CCN(C(=O)CSc2nc3c(cnn3-c3ccccc3)c(=O)[nH]2)CC1	3%	-3%[38.3 µM]	21%	0%	11%	-1%	-3%
Cc1noc(C)c1COC(=O)Cc1ccc(Cl)cc1	-8%	11%[38.3 µM]	x	21%	-4%	u	-6%
Nc1ccccc1C(=O)N=Nc1[nH]c(N)c2ccccc12	x	1%	16%	u	18µM*	6%	-15%
CCOC(=O)CON1C(=O)C(C)(C)N(OCC(=O)OCC)C(=O)C1(C)C	7%	-10%[38.3 µM]	-15%	-2%	8%	9%	-6%
CC(=O)Nc1ccc(NC(=O)C2CC(=O)Nc3ncnn32)cc1 (configuration not stated)	5%[10 µM]	x	-2%[9.22 µM]	6%	x	x	x
O=C(NN/C(=N/S(=O)(=O)c1ccc(Cl)cc1)c1ccccc1)c1ccc(O)cc1	20%[10 µM]	-2%	-13%	10%	22%	-5%	-4%
O=P(OC1CCCCC1)(OC1CCCCC1)C(O)c1cccnc1 (configuration not stated)	-2%[10 µM]	x	2%[9.22 µM]	6%	x	x	x
CCOC(=O)C1(CCOc2ccccc2)CCN(Cc2cccc3nonc23)CC1	-3%[10 µM]	13%	1%[9.22 µM]	12%	x	13%[46 µM]	1%
CCCNS(=O)(=O)c1ccc(OCC(=O)NCCCOC)cc1	3%[10 µM]	-4%	-3%	-4%	0%	-10%	3%
CN(C)S(=O)(=O)Oc1ccsc1C(=O)Nc1ccc(Cl)cc1	-15%	0%[38.3 µM]	-4%	5%	-66%[inhibitor]	-7%	-2%
C/C(=N\NC(=O)c1ccc(Cn2cc([N+](=O)[O-])cn2)o1)c1cccc(NC(=O)C(C)C)c1	x	-9%	-14%	-2%	-15%	-4%	-1%
Cc1ccccc1C(=O)NNC(=O)C(=O)N1CCCCC1	u	-2%	-6%	1%	12%	-12%	-1%
O=C(O)C1CCN(C(=O)c2ccc(Cl)cc2)CC1	-7%	10%[38.3 µM]	9%	2%	10%	4%	-5%
Cc1ccc(NC(=O)N/C=C/c2ccccc2)cc1	-11%	-10%[38.3 µM]	6%	1%	14µM*	8%	0%

Reprinted from the part before: four compounds, followed by the next part.
SMILES	HTT cytoprotect	IMPase Li cell	HttQ103 aggreg	CBFb RUNX1 block	SMN2 splice enh	LMNA splice mod	Luc counter
C/C(=N\NC(=O)c1ccc(Cn2cc([N+](=O)[O-])cn2)o1)c1cccc(NC(=O)C(C)C)c1	x	-9%	-14%	-2%	-15%	-4%	-1%
Cc1ccccc1C(=O)NNC(=O)C(=O)N1CCCCC1	u	-2%	-6%	1%	12%	-12%	-1%
O=C(O)C1CCN(C(=O)c2ccc(Cl)cc2)CC1	-7%	10%[38.3 µM]	9%	2%	10%	4%	-5%
Cc1ccc(NC(=O)N/C=C/c2ccccc2)cc1	-11%	-10%[38.3 µM]	6%	1%	14µM*	8%	0%
CCC#CCOCC(=S)Nc1ccccc1	11%	-6%	x	8%	-8%	x	-3%
Cc1c(NC(=O)c2c(N)n(-c3ccccc3)c3nc4ccccc4nc23)c(=O)n(-c2ccccc2)n1C	2%[10 µM]	5%	u	-4%	-21%	12%	1%
CN(N)C(=S)Nc1ccc(Cl)cc1	-1%[10 µM]	4%	-1%	-14%	-3%	x	2%
CN(C)c1ccc(/C=N/N2C(=O)c3ccccc3C2=O)cc1	6%[10 µM]	x	-18%[9.22 µM]	14%	x	x	x
Cc1cccc(NC(=O)Cc2ccc(F)cc2)c1	6%	-8%[38.3 µM]	-10%	-1%	-7%	2%	-5%
CCOc1nc(C)nc(NC(=O)NS(=O)(=O)c2ccccc2Cl)n1	9%[10 µM]	-12%[38.3 µM]	7%	2%	-20%	0%	-3%
O=C(NC(=S)Nc1cccc([N+](=O)[O-])c1)c1ccco1	-5%[10 µM]	-2%	3%	3%	28%	6%	-2%
Oc1ccc2ccccc2c1/C=C\c1ccc2c(Br)cc(Br)c(O)c2n1	-1%[10 µM]	2%	x	x	-9%[9.22 µM]	x	-2%[7.66 µM]
CCO/C=C1/C(=O)N(C(C)=O)c2ccccc21	5%[10 µM]	-4%	2%	1%	0%	0%	2%
CCOC(=O)Nc1ccc(C(=O)/C=C/c2ccccc2)cc1	-23%[10 µM]	x	-8%[9.22 µM]	11%	x	x	x
COc1ccc(NC(=O)Cc2ccc(C)cc2)c([N+](=O)[O-])c1	x	-8%	12%	-24%	-15%	u	0%
O=C1C(=O)N(c2ccccc2)c2ccccc21	-13%	24%[38.3 µM]	-17%	7%	7%	5%	18%
COc1cc(C=O)ccc1OCCOc1ccccc1[N+](=O)[O-]	x	-1%	-6%	-8%	17%	0%	0%
CN(CCCNC(=O)Cn1cc2c(n1)CCCC2)C1CCCCC1	-20%	2%[38.3 µM]	-8%	5%	5%	4%	0%
CCOC(=O)c1cnc2ccc(C)cc2c1Sc1ccccc1C(=O)OC	-12%	1%[38.3 µM]	1%	-3%	-59%[inhibitor]	4%	-2%
Cc1ccc(CCNC(=O)C2CCC(=O)N2C2CCCC2)cc1 (configuration not stated)	17%[10 µM]	11%[38.3 µM]	-4%	6%	-15%	8%	1%
CC1SCC(=O)N(CC(=O)NCc2ccccc2)C1=O (configuration not stated)	-12%[10 µM]	-1%	-5%	2%	2%	-11%	0%
Cc1cc(N(CC(=O)NC2CC2)S(C)(=O)=O)ccc1Br	4%[10 µM]	2%	7%	-3%	-7%	4%	2%
CCOc1ccc(CN(C)CC(=O)Nc2ccc([N+](=O)[O-])cc2Cl)cc1	-4%[10 µM]	12%	-23%	-7%	-21%	u	-2%
O=C(ON=C1CCN(S(=O)(=O)c2ccccc2)CC1)c1ccc(F)cc1	-15%[10 µM]	3%	-9%	-3%	-6%	5%	-3%
CCCCOc1cccc(C(=O)O)c1	-1%	20%[38.3 µM]	-21%	5%	18%	13%	2%
Cc1ccc(C(=O)COC(=O)CCCC(=O)Nc2cc(C(F)(F)F)ccc2Cl)cc1C	6%[10 µM]	14%	5%	5%	-8%&-6%	-13%	1%
CCc1cccc(NC(=S)N(CCOC)C(C)c2ccco2)c1 (configuration not stated)	-11%[10 µM]	x	17%[9.22 µM]	4%	x	x	x
CCOc1cc(S(=O)(=O)n2nc(C)cc2C)ccc1Br	-4%[10 µM]	6%	-10%[9.22 µM]	2%	x	7%[46 µM]	0%
Cc1csc(SCC(=O)NCCc2ccc(Cl)cc2Cl)n1	-9%[10 µM]	-10%	3%	-4%	16%	-2%	1%
Cn1cc(SCC(=O)N2CCN(c3ccccc3)CC2)c2ccccc21	u	1%[38.3 µM]	-8%	-12%	3%	-5%	1%
CCCc1nc(SCC(=O)N2CCc3ccccc32)c2c(C)c(C)sc2n1	-4%	2%[38.3 µM]	-5%	-7%	-7%	10%	0%
Nc1ccc(C(=O)NCC(=O)O)cc1	3.2µM*!	12%&2%	-10%[20.6 µM]	u	1%	-1%	-7%
Cc1csc(Nc2ccc(Cl)cc2)[n+]1-c1ccc(Cl)cc1	-22%	21%	-23%	-27%	-14%	u	-3%
S=C(Nc1ccc(N2CCOCC2)cc1)Nc1ccc2snnc2c1	-28%	0%	-20%	-19%	-49%[inhibitor]	u	-2%
Cc1cc(C)nc(SCC(=O)Nc2ncc(Cc3cccc(Cl)c3)s2)n1	-1%[10 µM]	3%	-26%	9%	-28%	-12%	2%
Cc1cc(C)n(C(=O)CCNC(=O)c2ccccc2Br)n1	4%	-7%[38.3 µM]	5%	5%	-4%	-11%	-4%
Cc1cc2cc(CCNC(=O)C(=O)c3c[nH]c4ccccc34)c(=O)[nH]c2cc1C	-48%[inhibitor]	4%	-8%	9%	-11%	10%[9.22 µM]	0%
COc1ccc(OC)c2sc(NC(=O)c3ccc(Cl)s3)nc12	-19%	-6%[38.3 µM]	-9%	5%	20%	3%	2%
O=C(COC(=O)C1CCCO1)Nc1cccc(C(F)(F)F)c1 (configuration not stated)	6%[10 µM]	34%[38.3 µM]	-8%	1%	24%	6%	4%
CCCN(CC(=O)Nc1ccc(F)c(F)c1F)CC(=O)Nc1c(Cl)cccc1Cl	-22%[10 µM]	x	22%	-4%	x	u	x
O=C(/C=C/c1cccs1)Nc1cccnc1	x	-3%	-6%	13%	18µM*	11%	u
COc1ccc(C(=O)C2CCN(C(=O)c3ccc(C)cc3)CC2)cc1	-17%	-16%[38.3 µM]	-28%	5%	x	u	-3%
O=C(CN1CCN(c2nc(-c3ccccc3)cs2)CC1)NNC(=O)c1ccc(Br)cc1	20%[10 µM]	0%	5%	1%	-34%[inhibitor]	-21%	-3%
Cc1cccc(-n2nnnc2SCC(=O)N(CC(C)C)c2c(N)n(CC(C)C)c(=O)[nH]c2=O)c1	-22%	9%	14%	2%	14%	-16%[46 µM]	2%
COc1ccccc1-n1cnc2cc(C(=O)NCc3ccco3)ccc21	-8%	12%[38.3 µM]	-27%	-3%	16%	-15%	2%
CCNC(=O)c1sc2cc(C)ccc2c1Cl	-2%[10 µM]	-2%	-17%	27%	30%	u	0%
C=CCn1nc2n(c1=O)-c1ccccc1SC2	3%[10 µM]	x	-23%[9.22 µM]	0%	x	x	x
[O-][n+]1onc2c1CCc1[nH]c(-c3ccccc3)nc1-2	9%[10 µM]	6%	22%[9.22 µM]	-3%	x	21%[46 µM]	-2%
